Pf growth 48h: inhibits P. falciparum growth in the first generation, 48 h; P. falciparum luciferase growth in erythrocytes, 48 h; Potency, µM (top dose mostly 28.7 µM), without a hit: top-dose activity change, negative = inhibition, hits mostly inhibitors; actives 5.9% (n = 310,000); AID 504832; further: potency means the concentration at half of the fitted maximal effect; on the % scale 0 is the no-effect control and ±100 the full control effect
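Compounds are pin-transferred into medium, infected erythrocytes (2% hematocrit, 0.1% parasitemia final) are added, and plates sit one parasite generation at 37 C in 5% CO2. Detection reagent is then added and luminescence measured.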
FBPA Giardia inh: inhibitors of Giardia lamblia fructose-1,6-bisphosphate aldolase; A8B2U2; purified Giardia FBPA; Potency, µM (highest dose often 59.6 µM), inactives show at the top dose activity, negative = inhibition, actives largely listed as inhibitors; actives 0.71% (n = 290,000); further: potency means the concentration at half of the fitted maximal effect; on the % scale 0 is the no-effect control and ±100 the full control effect; nearly all actives have a fitted effect of over 55% in size
Target sequence (A8B2U2 whole entry, looked up): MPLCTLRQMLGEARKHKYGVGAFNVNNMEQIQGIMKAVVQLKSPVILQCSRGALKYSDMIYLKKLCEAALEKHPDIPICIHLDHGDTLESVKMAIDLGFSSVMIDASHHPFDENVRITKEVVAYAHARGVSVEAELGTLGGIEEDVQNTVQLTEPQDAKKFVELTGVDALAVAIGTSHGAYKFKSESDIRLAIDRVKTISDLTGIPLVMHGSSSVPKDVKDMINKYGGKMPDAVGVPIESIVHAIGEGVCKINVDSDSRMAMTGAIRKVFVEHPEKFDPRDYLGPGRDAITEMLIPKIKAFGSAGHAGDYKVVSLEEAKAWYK
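40 nM FBPA preincubated 10 min at RT with compound (up to 57.5 uM final), then substrate plus GAPDH/TPI/NAD/arsenate coupling and diaphorase/resazurin added. Fluorescence read after 20 min at RT, 525/598 nm.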
Sm TGR inh: S. mansoni TGR enzyme inhibition; Q962Y6; Potency, µM (titrated, usually from 114 µM), for inactives: top-dose activity change, negative = inhibition, most hits filed as inhibitors; AID 485364; purified TGR, DTNB reduction, TNB absorbance 405 nm; actives 3% (n = 360,000); further: potency means the concentration at half of the fitted maximal effect; on the % scale 0 is the no-effect control and ±100 the full control effect; nearly all actives have a fitted effect of over 60% in size
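First, TGR (20 nM dispensed) and NADPH were mixed with compound. Second, a 15 min room-temperature incubation followed. Third, further NADPH and then DTNB were added to start the reaction. Finally, TNB absorbance was monitored kinetically.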
Cycloheximide cs: affects cycloheximide protein synthesis inhibition readout, counter-screen; cell reporter, cycloheximide protein synthesis inhibition counterscreen; max response, %; actives 12% (n = 300,000); AID 2314; in the data active means max response mostly above about 13%, no sharp cut-off; inactive means mostly below about 14%; further: read at 38.3 µM for the half of the compounds with a filed dose; 0% is about no effect
Pf growth 96h: inhibits malaria parasite growth, 96 h | P. falciparum luciferase reporter growth, 96 h | Potency, µM (doses to about 28.7 µM), inactives show at the highest dose activity change, negative = inhibition, most hits filed as inhibitors | actives 6.9% (n = 320,000); further: potency means the concentration at half of the fitted maximal effect; on the % scale 0 is the no-effect control and ±100 the full control effect
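Cell-based qHTS: luciferase-tagged P. falciparum in erythrocytes (2% hematocrit, 0.05% parasitemia final) incubated with compounds for 96 hours, 37 C, 5% CO2; luciferase detection reagent then added and luminescence measured.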
Shiga inhibitor: inhibitors of Shiga toxin in Vero cells | Vero cells, Shiga toxin protein synthesis inhibition reporter | inhibition, % at 38.7 µM | actives 9.2% (n = 290,000); in the data active means inhibition mostly above about 28%, no sharp cut-off; inactive means mostly below about 43%; further: 0% is about no effect
An asterisk follows results filed as active; ? = inconclusive; . = no result given; [ ] = another dose, or the depositor's remark. Unless noted, the call rests on the fitted dose curve; in most records, active means well fitted curve in the direction sought with a large enough effect; inconclusive means small, poorly fitted or top-dose-only effect, or another doubt; inactive means no such curve, though single readings can be large; an effect the other way counts as inactive or inconclusive.

SMILES | Pf growth 48h | FBPA Giardia inh | Sm TGR inh | Cycloheximide cs | Pf growth 96h | Shiga inhibitor
Cc1ccc2nc(NC3=NCN(C4CCCCC4)CN3)nc(C)c2c1 | -12.4% | 1.2% | -1.6% | -2.6 | -11.5% | -5.0
Cc1ccnc(N2CCCC(C(=O)Nc3nnc(C)s3)C2)n1 (stereo not drawn) | 23.4% | 2.5% | 0.1% | -1.1 | ? | -4.3
CC1CCC(C(C)C)C(OC(=O)Cn2c(COc3ccccc3)[n+](C)c3ccccc32)C1 (stereo not drawn) | 1.65µM* | -0.7% | -17.6% | -2.0 | 2.33µM* | -12.3
COc1ccc(Cl)c(NC(=O)Nc2c(C)n(-c3ccccc3)c(=O)n2C)c1 | -0.6% | -8.4% | -7.8% | -3.0 | 0.1% | -32.9
COc1cc2c(OC)cccc2cc1C(=O)O | 4.8% | -6.7% | -1.1% | -2.3 | . | -9.5
C/C(=N\NC(=O)c1ccn(C)n1)c1cccc(NC(=O)c2ccncc2)c1 | 22.1% | -2.4% | -4.6% | 30.5* | ? | 45.2*
CCOc1ccc(N(CC(=O)N/N=C/c2ccc(OC(C)C)cc2)S(C)(=O)=O)cc1 | 10.2% | -5.1% | 4.3% | 7.8 | 7.3% | 11.7
CC(=O)Nc1ccc(-c2ccc3nnc(C)n3n2)cc1 | -2.2% | -2.9% | -0.4% | -0.3 | ? | 29.9
COc1ccc(Cc2nc3ccc(C(=O)N4CCCC4)cc3o2)cc1 | ? | . | 5.7% | 70.5* | -85.5% | 105.6*
Cc1noc(C)c1S(=O)(=O)N1CCC(C(=O)c2ccccc2)CC1 | 18.8% | 7.4% | 11.2% | -1.9 | -20.3% | -2.6
Cn1c(=O)n(C)c2cc(C(N)=O)ccc21 | -12.2% | -3.1% | 43.4%[activator] | -3.1 | . | -10.9
CCOC(=O)C1CCN(S(=O)(=O)CCNC(=O)c2ccc(F)cc2)CC1 | ? | . | 2.3% | . | 8.2% | .

In a second layout: entries from further up.
Under each structure: Pf growth 48h, FBPA Giardia inh, Sm TGR inh, Cycloheximide cs, Pf growth 96h, Shiga inhibitor
> CC(=O)Nc1ccc(-c2ccc3nnc(C)n3n2)cc1
 : -2.2%, -2.9%, -0.4%, -0.3, ?, 29.9
> COc1ccc(Cc2nc3ccc(C(=O)N4CCCC4)cc3o2)cc1
 : ?, ., 5.7%, 70.5*, -85.5%, 105.6*

Part of the list above, reformatted.
mol	Pf growth 48h	FBPA Giardia inh	Sm TGR inh	Cycloheximide cs	Pf growth 96h	Shiga inhibitor
CCOc1ccc(N(CC(=O)N/N=C/c2ccc(OC(C)C)cc2)S(C)(=O)=O)cc1	10.2%	-5.1%	4.3%	7.8	7.3%	11.7
CC(=O)Nc1ccc(-c2ccc3nnc(C)n3n2)cc1	-2.2%	-2.9%	-0.4%	-0.3	?	29.9
COc1ccc(Cc2nc3ccc(C(=O)N4CCCC4)cc3o2)cc1	?	.	5.7%	70.5*	-85.5%	105.6*
Cc1noc(C)c1S(=O)(=O)N1CCC(C(=O)c2ccccc2)CC1	18.8%	7.4%	11.2%	-1.9	-20.3%	-2.6
Cn1c(=O)n(C)c2cc(C(N)=O)ccc21	-12.2%	-3.1%	43.4%[activator]	-3.1	.	-10.9
CCOC(=O)C1CCN(S(=O)(=O)CCNC(=O)c2ccc(F)cc2)CC1	?	.	2.3%	.	8.2%	.

Carrying on.
SMILES | Pf growth 48h | FBPA Giardia inh | Sm TGR inh | Cycloheximide cs | Pf growth 96h | Shiga inhibitor
COc1ccc(CNS(=O)(=O)NCc2ccccc2F)cc1 | 41.7%[activator] | 10.7% | 2.9% | 7.9 | 3.6% | 2.0
CC1CCCN(C2(O)C(=O)Nc3ccc(Cl)cc32)C1 (stereo not drawn) | -3.8% | -5.9% | -0.2% | 0.8 | ? | 9.7
Cc1ccc(/C=N/NC(=O)Cc2cccs2)o1 | 35.6%[activator] | -6.3% | -28.3% | 8.0 | 3.7% | 22.7
COc1cc(C)c(C(C)C)cc1S(=O)(=O)n1ccnc1 | -16.3% | ? | 1.7% | 0.4 | 5.0% | -2.5
Cc1ccc(S(=O)(=O)Nc2c(NC3CCCCC3)c3ccccc3oc2=O)c(C)c1 | -29.3% | . | -5.9% | -1.2 | ? | 9.0
COc1ccccc1Oc1ccc2c(c1)C(=O)N(c1ccc(O)cc1)C2=O | 9.1% | -1.2% | -4.8% | 1.4 | 79.0%[activator] | 26.6
CC(=O)Nc1ccc(NC(=O)C(C)OC(=O)CNS(=O)(=O)c2cccc(Cl)c2)cc1 (stereo not drawn) | 6.7% | 2.5% | 13.8% | -3.6 | 14.2% | -11.4
CCOC(=O)N1CCN(S(=O)(=O)c2ccc3c(c2)CCN3C(=O)C2CCC2)CC1 | ? | 4.0% | -16.6% | -3.2 | ? | -1.0
CCC(=O)/C=C1/Sc2ccc(OC)cc2N1CCO | 22.5% | 0.5% | 23.3% | -2.6 | 17.2% | 7.9
Cc1ccc(NC(=S)NCCc2ccccc2)nc1 | 20.6% | -3.0% | -34.2% | 25.2* | -10.8% | 75.6*
COc1ccc(OC)c(NC(=O)CSc2nc3cccnc3n2C)c1 | -18.9% | -7.1% | 0.9% | -3.6 | 248.3%[activator] | -3.4
CCNc1nc(SCC(=O)Nc2ccccc2)nc(N2CCOCC2)n1 | -6.7% | 3.7% | 0.6% | -6.2 | ? | 4.1
COc1cc(OC)cc(-c2cc3nc4c(c(N5CCN(c6ncccn6)CC5)n3n2)CCCC4)c1 | 1.31µM* | -5.3% | -0.6% | -2.1 | 4.5% | 17.1
Cc1cc(N2CCC(N(C)C3CCCC3)CC2)nc2cc(O)ccc12 | 1.85µM* | 5.9% | 1.2% | -2.5 | -26.0% | 9.7
COC(=O)c1ccc(COc2ccccc2/C=C(\C#N)C(=O)Nc2c(C)cc(C)cc2C)cc1 | ? | -0.4% | -2.9% | 1.4 | ? | -6.7
Cc1ccc(-n2c(SCC(=O)N3CC(=O)Nc4ccccc43)nc3ccccc3c2=O)cc1 | 13.1µM* | -10.8% | -3.5% | 0.8 | ? | 1.3
O=C(CN1CCN(c2ccccn2)CC1)Nc1cccc(F)c1 | ? | 13.2% | 8.1% | -2.6 | 9.0% | 139.8
CSc1ccccc1-n1nnnc1SCC(=O)Nc1ccccc1C | . | -2.9% | -1.7% | -1.3 | -22.4% | -11.3
COc1ccc(C(C(=O)NCc2ccccc2)N(Cc2ccc3c(c2)OCO3)C(=O)c2cnccn2)cc1 (stereo not drawn) | -18.1% | 0.8% | -17.9% | -2.1 | . | -10.4
COc1ccc(-c2cc(C(F)(F)F)nc(SCCC(=O)NCc3ccco3)n2)cc1 | ? | 3.7% | -35.0% | 8.1 | ? | 25.3*
COc1ccc(-c2noc(COc3ccc4c(c3)OCO4)n2)cc1OC | 1.9% | 1.1% | 13.7% | 9.2 | . | 2.1
O=C(Nc1ccc2c(c1)OCCO2)C1CCN(S(=O)(=O)Cc2ccccc2)CC1 | ? | -0.1% | 4.6% | 20.0 | 74.9%[activator] | 16.1

Screening results as filed in PubChem.
